D1 potentiator – potentiators of human D1 dopamine receptor; hit rate 0.036% among 360,000; AID 504651; P21728; potentiation, % at 10 µM; HEK293 TREx D1 cells, calcium flux, dopamine EC20 potentiation; in the data active means potentiation above about 30%; further: 0% is about no effect
Target sequence (P21728 whole entry, looked up): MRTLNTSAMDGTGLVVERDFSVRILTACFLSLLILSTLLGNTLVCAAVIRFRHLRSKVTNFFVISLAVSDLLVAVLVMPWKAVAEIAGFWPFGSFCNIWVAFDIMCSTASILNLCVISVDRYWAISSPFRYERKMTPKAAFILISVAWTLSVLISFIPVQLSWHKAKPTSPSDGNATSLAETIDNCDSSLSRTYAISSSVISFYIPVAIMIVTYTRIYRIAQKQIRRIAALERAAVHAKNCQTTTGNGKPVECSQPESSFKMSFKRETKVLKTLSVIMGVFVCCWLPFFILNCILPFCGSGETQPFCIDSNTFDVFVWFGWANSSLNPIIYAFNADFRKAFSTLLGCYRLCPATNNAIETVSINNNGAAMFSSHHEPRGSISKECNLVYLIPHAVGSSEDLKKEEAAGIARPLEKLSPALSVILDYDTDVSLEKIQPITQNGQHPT
TRHR PAM – allosterically enhances the human TRH receptor. TRHR cells, fluo-8 calcium fluorescence, EC20 TRH enhancement. enhancement, % at 2 µM. hit rate 0.66% among 360,000. AID 493056; in the data active means enhancement above about 30%; further: 0% is about no effect
Target sequence (P34981 whole entry, looked up): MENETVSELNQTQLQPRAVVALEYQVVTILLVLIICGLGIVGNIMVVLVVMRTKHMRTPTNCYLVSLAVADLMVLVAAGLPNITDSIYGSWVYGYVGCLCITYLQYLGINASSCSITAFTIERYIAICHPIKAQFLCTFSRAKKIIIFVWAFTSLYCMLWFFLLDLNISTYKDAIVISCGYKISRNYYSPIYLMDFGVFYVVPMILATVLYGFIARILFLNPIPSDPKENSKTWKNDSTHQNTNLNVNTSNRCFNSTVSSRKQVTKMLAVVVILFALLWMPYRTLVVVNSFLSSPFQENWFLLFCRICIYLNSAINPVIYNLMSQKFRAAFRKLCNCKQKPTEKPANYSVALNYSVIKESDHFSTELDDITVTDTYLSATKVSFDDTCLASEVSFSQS
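Enhancer read-out: after compound pinning and an initial kinetic agonist-mode read, an EC20 of TRH (10 nM final) was injected and fluo-8 calcium signal (Ex 480/Em 530) followed at 1 s/cycle for 100 cycles in TRHR-expressing cells.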
D2 potentiator – positively modulates the human D2 dopamine receptor allosterically; AID 485347; P14416; potentiation, % at 10 µM; HEK293 T-REx D2, calcium flux, EC20 dopamine potentiation; hit rate 0.34% among 340,000;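 active means potentiation over 3 SD above the plate norm, cut at about 30% in these data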; further: 0% is about no effect
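Using a no-wash calcium dye in inducible, force-coupled HEK293 Trex cells expressing D2, we tracked fluorescence each second for 180 s after compound, then for 180 s after EC20 dopamine to detect augmented signalling.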
D2 agonist – agonists of human D2 dopamine receptor; HEK293 T-REx D2 cells, calcium flux agonist mode; activation, % at 2 µM; hit rate 0.53% among 340,000; AID 485358;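 active means activation over 3 SD above normal in the single-dose calcium agonist read, cut at about 30% in these data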; further: 0% is about no effect
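Agonism scored from kinetic calcium signal (1 read/sec, 180 s) following compound pin transfer, after a 10 s baseline. Cells: HEK293 Trex line expressing inducible D2 receptor coupled to calcium, dye-loaded after overnight culture at 30 C.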
D1 agonist – human D1 receptor agonism | activation, % at 2 µM | P21728 | hit rate 1% among 360,000 | HEK293 T-REx D1 cells, calcium flux, agonist mode | AID 504660; in the data active means activation above about 30%; further: 0% is about no effect
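Agonism was scored from calcium flux recorded over 180 s (1 read/s) after pintool compound addition, following a 10-cycle baseline. Cells were inducible force-coupled HEK293 TREx D1, plated overnight at 30 C and loaded with no-wash calcium dye.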
D1 antag – antagonists of human D1 dopamine receptor. HEK293 TREx D1 cells, calcium flux, dopamine EC80; hits give low values. activity change, negative = inhibition, % at 10 µM. hit rate 3.2% among 360,000. P21728; in the data active means activity change below about -30%; further: on the % scale 0 is the no-effect control and ±100 the full control effect
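Compound effects on dopamine-evoked calcium signalling were measured in tetracycline-induced HEK293 Trex D1 cells. Dopamine at EC80 followed a 180 s compound pre-read, and fluorescence was tracked kinetically for 180 s more.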
RXFP1 antagonist – blocks the human relaxin receptor RXFP1; activity change, negative = inhibition, % at 57.5 µM; hit rate 0.59% among 350,000; HEK293-RXFP1, relaxin-stimulated cAMP HTRF, 30 min; hits give low values;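 active means activity change of -60% or lower, but not beyond a set lower limit; inconclusive means change between -60% and -40%, or beyond the set limit; inactive means change above -40%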; further: on the % scale 0 is the no-effect control and ±100 the full control effect
RXFP1 agonist – agonists of human relaxin receptor RXFP1. Q9HBX9. HEK293T-RXFP1 cAMP TR-FRET, 30 min; response scale: percent of porcine relaxin response, buffer zero. Potency, µM (top dose mostly 57.5 µM), without a hit: at the top dose activation, usual class: activators. hit rate 0.3% among 370,000. AID 2676; active means well fitted activation curve with a large enough effect; inconclusive means small, poorly fitted or top-dose-only effect; further: potency means the concentration at half of the fitted maximal effect; on the % scale 0 is the no-effect control and ±100 the full control effect; nearly all actives have a fitted effect of over 60% in size; many of its hits are not listed in these tables
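HEK293 cells stably expressing RXFP1, treated 30 min at 37C with compounds plus PDE4 inhibitor Ro 20174; cAMP measured by HTRF TR-FRET. Normalized to buffer and 29 nM porcine relaxin; EC50 by Hill fit.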
D2 antagonist – D2 dopamine receptor (human) antagonism | P14416 | HEK293 TREx D2 cells, calcium flux, dopamine EC80 | inhibition, % at 10 µM | hit rate 2% among 340,000 | AID 485344; in the data active means inhibition above about 30%; further: 0% is about no effect
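Antagonism is scored as inhibition of an EC80 dopamine-evoked calcium signal in a force-coupled, tetracycline-inducible HEK293 T-REx D2 line, with compound present 180 s before agonist.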
Starred values were filed as active, the others as inactive; u = inconclusive; x = not tested or not shown.

Below each compound: D2 antagonist, D1 potentiator, D1 agonist, D2 agonist, TRHR PAM, D2 potentiator, D1 antag, RXFP1 antagonist, RXFP1 agonist
COc1ccc(NC(=O)CCN2C(=O)C3C4CCC(C4)C3C2=O)cc1 (configuration not stated)
→ 3, -2, 5, -0.8, 8, 15, 12, -2, -1.9%
COc1ccc(C(=O)N(C)C2(C)CCS(=O)(=O)C2)cc1OC (configuration not stated)
→ -8, -4, 1, -1.0, 11, 2, 14, 20, 1.5%
CCCSC1C(C)=C(C)C(=O)N1Cc1ccccc1 (configuration not stated)
→ 4, -1, 2, -0.8, 13, 3, -5, 0, 0.2%
CCN(CC)C(=O)C1CC(=O)OC12CCCCC2 (configuration not stated)
→ -10, 0, 0, -0.2, 1, 0, 3, 16, -0.5%
Cc1ccc2cc(CN(CC3CCCO3)C(=S)NCc3ccco3)c(=O)[nH]c2c1C (configuration not stated)
→ 33*, -12, 3, -1.0, 34*, 5, 2, -12, 1.2%
Cc1ccc(C)c(N2CCN(C(=O)c3cn(C)c4ccc(S(=O)(=O)N(C)C)cc4c3=O)CC2)c1
→ 22, 11, 0, -0.7, -18, -11, 3, -4, 0.8%
CCc1ccc(CN(C)C(=O)c2cc(COc3ccc(-n4cncn4)cc3)on2)cc1
→ -20, -8, 12, -0.3, -1, 2, 3, -34, 1.5%
COC(=O)c1ccccc1NC(=O)c1nc(S(=O)(=O)Cc2ccccc2)ncc1Cl
→ x, -1, 2, x, -3, -1, -19, 3, 1.6%
Cc1cccc(-c2nc(CCNC(=O)c3ccccc3Br)cs2)c1
→ x, -6, 3, 1.6, -7, 1, -39*, -24, -0.1%
CC1(C)NC(=O)N(CC(=O)OCC(=O)NC(=O)c2ccccc2)C1=O
→ -6, -5, 2, 0.7, 24, -1, 1, -11, 0.1%
O=C(NC(Cc1ccccc1)C(=O)O)/C(=C/c1ccccc1)NC(=O)c1ccco1 (configuration not stated)
→ 13, -2, 3, -2.3, 6, x, -3, 5, 1.9%
Cc1c(F)cccc1NS(=O)(=O)c1ccc2c(c1)c(=O)n(C)c(=O)n2C
→ 11, 1, 11, -0.4, -2, 9, -2, -1, u
Cc1cc(N/N=C/c2ccc(O)cc2O)nc(-c2ccccc2O)n1
→ -9, 5, 1, -0.4, -3, 2, -25, u, 1.5%
COC(=O)c1c(NC(=O)c2cccnc2)sc(C)c1C
→ 15, 6, 4, -1.4, 4, 7, -15, -26, 2.0%
COc1cc2c(cc1OC)C(c1ccccc1)N(C(=O)C(C)(C)C)CC2 (configuration not stated)
→ -14, 4, -1, -1.6, 14, 9, 1, 4, -0.3%

Arranged by count of non-hydrogen atoms (smallest number first): some entries from above.
Below each compound: D2 antagonist, D1 potentiator, D1 agonist, D2 agonist, TRHR PAM, D2 potentiator, D1 antag, RXFP1 antagonist, RXFP1 agonist
COc1ccc(C(=O)N(C)C2(C)CCS(=O)(=O)C2)cc1OC (configuration not stated)
→ -8, -4, 1, -1.0, 11, 2, 14, 20, 1.5%
Cc1c(F)cccc1NS(=O)(=O)c1ccc2c(c1)c(=O)n(C)c(=O)n2C
→ 11, 1, 11, -0.4, -2, 9, -2, -1, u
CCc1ccc(CN(C)C(=O)c2cc(COc3ccc(-n4cncn4)cc3)on2)cc1
→ -20, -8, 12, -0.3, -1, 2, 3, -34, 1.5%

Carrying on.
Below each compound: D2 antagonist, D1 potentiator, D1 agonist, D2 agonist, TRHR PAM, D2 potentiator, D1 antag, RXFP1 antagonist, RXFP1 agonist
COc1cc(SC)ccc1C(=O)NCCc1c[nH]c2ccccc12
→ -18, -1, 7, 0.7, -3, 2, -24, -15, 2.0%
CCOC(=O)N1CCC(NC(=O)CCC(=O)c2ccccc2)CC1
→ -6, -1, 5, -1.3, -2, 21, -19, -3, 1.2%
CC(=O)c1ccc(Nc2cc(C)nc3ncnn23)cc1
→ 1, 0, 2, 1.6, 1, 0, 26, 11, 12%
CCCC(=O)Nc1nc(C)c(-c2csc(Nc3ccc(Cl)cc3)n2)s1
→ -14, -1, -2, 1.0, -9, -6, -19, x, 0.7%
COc1cccc(-c2nn3c(=O)cc(CN4CCN(C(=O)/C=C/c5ccccc5)CC4)nc3s2)c1
→ x, 2, 2, 0.9, 11, -6, -7, x, 1.1%
Cc1ccc(/C=N/NC(=O)c2cccc(NC(=O)c3ccccc3Cl)c2)o1
→ -6, 1, 2, -1.2, 16, 19, -7, -26, -0.2%
Cc1cccc(C)c1NC(=O)CSc1cc(C(=O)c2nccn2C)c2ccccc2n1
→ 1, -3, 2, -0.2, 1, 6, 1, -4, 6.4%
Oc1cc(-n2cccn2)c(O)cc1-n1cccn1
→ 14, 1, 0, -0.8, -4, -7, 12, 3, -0.5%
Cc1onc(-c2c(Cl)cccc2Cl)c1C(=O)N=C(N)N1CCCC1
→ -1, 2, 2, -0.7, 1, -2, 1, -18, 2.2%
CN(C)S(=O)(=O)c1ccc(C(=O)OCC(=O)c2csc(N3CCCCC3)n2)cc1
→ -24, x, 14, 1.3, 1, 9, -7, -6, u
CC(=O)N1CCOc2ccc(S(=O)(=O)Nc3ccc(Cl)cn3)cc21
→ -8, -7, 1, 0.3, 1, 12, 10, 0, 2.6%
O=C(Nc1ccc(F)c(Cl)c1)N1CCCC1
→ -6, 12, 2, -0.1, 0, -7, -14, 23, -1.4%
COc1ccc(CNC(=O)COC(=O)/C=C/c2cccs2)cc1
→ 3, -2, 4, -3.0, 2, -2, -9, 7, 2.2%
CC(C)C(NS(=O)(=O)c1ccccc1)C(=O)N1CCN(C(=O)c2ccco2)CC1 (configuration not stated)
→ 1, 4, 0, 0.7, 3, -2, 8, -12, -6.0%
CC(O)CN1CCN(C(=O)CN2C(=O)NC(c3ccccc3)(c3ccccc3)C2=O)CC1 (configuration not stated)
→ 8, -3, 1, -0.1, 0, -8, 4, 1, 1.4%

Further structures:
Below each compound: D2 antagonist, D1 potentiator, D1 agonist, D2 agonist, TRHR PAM, D2 potentiator, D1 antag, RXFP1 antagonist, RXFP1 agonist
Cc1cccc(NC(=O)c2ccc3nc(N4CCOCC4)sc3c2)c1C
→ 11, -7, 1, -1.0, -8, -1, -26, x, 1.9%
CCCOc1ccc(CSc2ncn[nH]2)cc1
→ -11, -2, 2, 0.2, -1, -1, -19, -3, 0.7%
COc1ccc(OC)c(CNCc2c(C(=O)O)n(Cc3cccc(F)c3)c3cc(OC)ccc23)c1
→ x, 0, 0, 0.2, 5, 5, 8, -4, -0.1%
N#Cc1ccc(NC(=O)COCc2cc(-c3ccc4c(c3)OCO4)on2)cc1
→ x, -2, 5, -0.4, 2, 0, -40*, -19, 3.3%
CCOc1ccc(NC(=O)CN(C)C(=O)c2c(-c3ccccc3Cl)noc2C)cc1OCC
→ 12, -8, 0, -1.0, 7, -6, -1, -11, 0.6%
COc1ccc(NC(=O)C(=O)NCC(c2ccc3c(c2)OCO3)N2CCN(C)CC2)cc1 (configuration not stated)
→ x, 1, 10, -0.6, -3, 7, 15, -2, 0.6%
CC1CN(C(=O)c2ccc(S(=O)(=O)Nc3cccc(C(F)(F)F)c3)cc2)CC(C)O1 (configuration not stated)
→ 0, -3, 29, 4.9, 2, -6, 7, -5, 3.1%
CC(C)c1ccc(NC(=O)C2CC(=O)N(C(C)C)C2)cc1 (configuration not stated)
→ 13, 6, 1, -0.8, 0, x, 23, 0, -0.2%
CSCCC(NC(=O)c1ccco1)c1nc2ccccc2[nH]1 (configuration not stated)
→ 16, -1, 4, -0.2, 2, 1, -8, 7, -0.1%
CCn1cc(C(=O)NCCCOC(C)C)c(=O)c2cc(S(=O)(=O)N(C)C3CCCCC3)ccc21
→ x, -2, 15, -0.8, 15, 0, 11, x, 2.3%
CCOc1cc(/C=C\c2nc(O)c([N+](=O)[O-])c(=O)[nH]2)ccc1OC(C)CC (configuration not stated)
→ -8, 0, 2, -1.2, -1, 4, 1, 4, 0.1%
Cc1ccc(/C=C/C(=O)NCc2cccs2)o1
→ -21, 14, 0, 1.8, -3, 15, 39, -12, -3.4%
N#CCCn1[nH]c(-c2ccccc2)cc1=O
→ -12, 9, 0, -0.5, 8, 4, 1, x, 0.7%
COc1ccccc1C(=O)NCCC(=O)N1CCCCC1
→ -8, 8, 2, -0.3, 6, 9, 9, 2, 2.6%
Cc1sc2c(c1C)c(=O)n(Cc1ccccc1)c(=O)n2CC(=O)Nc1cccc(Cl)c1
→ x, 1, 3, 1.3, 8, -5, -15, 3, -1.6%

One compound at a time, as listed above. Order of screens: D2 antagonist | D1 potentiator | D1 agonist | D2 agonist | TRHR PAM | D2 potentiator | D1 antag | RXFP1 antagonist | RXFP1 agonist
Cc1ccc(/C=C/C(=O)NCc2cccs2)o1 reads -21 | 14 | 0 | 1.8 | -3 | 15 | 39 | -12 | -3.4%
CC(C)c1ccc(NC(=O)C2CC(=O)N(C(C)C)C2)cc1 (configuration not stated) reads 13 | 6 | 1 | -0.8 | 0 | x | 23 | 0 | -0.2%
CCOc1cc(/C=C\c2nc(O)c([N+](=O)[O-])c(=O)[nH]2)ccc1OC(C)CC (configuration not stated) reads -8 | 0 | 2 | -1.2 | -1 | 4 | 1 | 4 | 0.1%
N#CCCn1[nH]c(-c2ccccc2)cc1=O reads -12 | 9 | 0 | -0.5 | 8 | 4 | 1 | x | 0.7%
N#Cc1ccc(NC(=O)COCc2cc(-c3ccc4c(c3)OCO4)on2)cc1 reads x | -2 | 5 | -0.4 | 2 | 0 | -40* | -19 | 3.3%

Next entries:
Below each compound: D2 antagonist, D1 potentiator, D1 agonist, D2 agonist, TRHR PAM, D2 potentiator, D1 antag, RXFP1 antagonist, RXFP1 agonist
COc1ccccc1N=CC=C1OC(C)(C)C(C)(C)O1
→ x, -2, 3, x, -4, x, 0, -7, -1.4%
N#Cc1c(NC(=O)C2CCCO2)sc2c1CCCCCC2 (configuration not stated)
→ 20, 3, 6, 0.3, 0, -9, -32*, x, 0.0%
Cc1ccc(S(=O)(=O)Nc2c3ccccc3nc(=O)n2-c2ccccc2)cc1
→ 5, 0, 1, 0.2, 2, 2, 0, 4, 0.9%
O=C(O)c1ccccc1S(=O)(=O)NCC(O)COC1CCCCC1 (configuration not stated)
→ 3, -2, 3, 0.2, 2, 5, 2, -3, 2.2%
Cc1ccc(OCC(=O)N/N=C\c2ccc(O)cc2)c([N+](=O)[O-])c1
→ 4, -3, 3, -0.1, 2, -13, -3, -1, -4.2%
C/C(=N\NC(=S)Nc1ccccc1)C1Cc2ccccc2C(=O)O1 (configuration not stated)
→ -6, -4, 6, -1.1, 8, 13, -20, -6, -3.4%
COc1ccc(-c2ccc(CCC(=O)O)n2C(C)C)cc1
→ 0, 1, -1, 0.4, 2, -4, -11, -24, 0.0%
Cc1cc(C)n(CC(=O)Nc2ccc(F)c(F)c2)c(=O)c1C#N
→ x, 1, -1, 1.4, 1, -8, 0, -8, -0.6%

Source: PubChem BioAssay

Not all compounds are listed; count on the stated rates, not on these rows.
